OXTR ag = human OXTR agonism | CHO-OTR cells, Fluo-8 calcium fluorescence; normalized: DMSO 0%, oxytocin 100% | P30559 | activation, % at 3 µM | 320,000 tested, 0.32% active | AID 2435;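 active = activation above the mean of all tested compounds plus 3 SD, cutoff set per screening run, cut at about 20% in these data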;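 also: peak over basal fluorescence ratio from a 100 s FLIPR kinetic read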
MEKK2 WT-MEK5 = raises or lowers MEK5 binding to wildtype human MEKK2 PB1 domain. AID 1531. Q9Y2U5. binding response (% of control), % at 10 µM. bead flow cytometry, Alexa488-MEK5 binding to MEKK2 WT; actives lie on both sides. 290,000 tested, 1.1% active; in the data active = binding response below about 67% or above about 130%
GalR3 antag = antagonists of human GalR3. O60755. HEK293 GalR3-CNG cAMP membrane potential fluorescence; galR3 body fused to GalR1 C-terminus. inhibition, % at 3 µM. 360,000 tested, 0.44% active. AID 651719;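 active = inhibition above the screen-wide average plus 3 SD, cut at about 13% in these data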;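 also: forskolin and galanin both at EC90 stimulate the cells; cAMP rise reported by CNG channel membrane potential dye signal; 0% = forskolin plus galanin with DMSO and 100% = forskolin alone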
MEKK2mut PB1 HTS = signal of MEK5 binding to mutant human MEKK2 PB1 domain; AID 1530; percent response, % at 10 µM; 290,000 tested, 0.35% active; bead flow cytometry, Alexa488-MEK5 binding to MEKK2 mutant; in the data active = percent response above about 24%, passing the limit was not always enough; also: inactives centre near 1; some results filed as inactive read as strong as hits; reference of the scale not given here
V1R ag counter = V1a receptor agonism, counter-screen for OXTR agonists; CHO-V1R cells, Fluo-8 calcium fluorescence, agonist mode; 0% DMSO, 100% 3 nM vasopressin; activation, % at 3 µM; 320,000 tested, 0.25% active; AID 2797;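 active = activation above the mean activation of all tested compounds plus 3 SD, per screening run, cut at about 20% in these data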;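 also: signal is peak over basal fluorescence ratio across a 100 second FLIPR read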
NALP1 inh = blocks the NALP1 inflammasome reconstituted in yeast | S. cerevisiae NALP1/ASC/caspase-1 growth, X-gal OD620, 72 h | inhibition, % at 10 µM | 280,000 tested, 0.61% active | AID 2071; in the data active = inhibition mostly above about 24%, no sharp cut-off; inactive = mostly below about 32%; also: some compounds called inactive have numbers as strong as hits
PHOSPHO1 inh = blocks human PHOSPHO1 phosphatase activity. Q8TCT1. recombinant PHOSPHO1, absorbance phosphatase assay. inhibition, % at 13.3 µM. 290,000 tested, 1.1% active. AID 1565; in the data active = inhibition above about 60%
GPR7 antagonist = blocks human GPR7 receptor signaling. P48145. 290,000 tested, 1.1% active. GPR7-expressing cells, fluorescence antagonist assay. inhibition, % at 4.4 µM; in the data active = inhibition above about 16%, passing the limit was not always enough;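 also: cells stimulated with the agonist NPW; 0% = agonist with vehicle and 100% = vehicle without agonist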
MEKK3 PB1 HTS = MEKK3-MEK5 PB1 interaction, increase or decrease | 290,000 tested, 1.4% active | bead-based flow cytometry, Alexa488-MEK5 binding to MEKK3; actives lie on both sides; 0 = blocked by unlabeled MEK5, 100 = vehicle | AID 1529 | binding response (% of control), % at 10 µM;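 active = binding response more than 3 SD above or below the average of its plate-row segment, actives on both sides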;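 also: Alexa488 bead fluorescence after subtracting the streptavidin-only scavenger bead signal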
Target sequence (Q99759 whole entry, looked up): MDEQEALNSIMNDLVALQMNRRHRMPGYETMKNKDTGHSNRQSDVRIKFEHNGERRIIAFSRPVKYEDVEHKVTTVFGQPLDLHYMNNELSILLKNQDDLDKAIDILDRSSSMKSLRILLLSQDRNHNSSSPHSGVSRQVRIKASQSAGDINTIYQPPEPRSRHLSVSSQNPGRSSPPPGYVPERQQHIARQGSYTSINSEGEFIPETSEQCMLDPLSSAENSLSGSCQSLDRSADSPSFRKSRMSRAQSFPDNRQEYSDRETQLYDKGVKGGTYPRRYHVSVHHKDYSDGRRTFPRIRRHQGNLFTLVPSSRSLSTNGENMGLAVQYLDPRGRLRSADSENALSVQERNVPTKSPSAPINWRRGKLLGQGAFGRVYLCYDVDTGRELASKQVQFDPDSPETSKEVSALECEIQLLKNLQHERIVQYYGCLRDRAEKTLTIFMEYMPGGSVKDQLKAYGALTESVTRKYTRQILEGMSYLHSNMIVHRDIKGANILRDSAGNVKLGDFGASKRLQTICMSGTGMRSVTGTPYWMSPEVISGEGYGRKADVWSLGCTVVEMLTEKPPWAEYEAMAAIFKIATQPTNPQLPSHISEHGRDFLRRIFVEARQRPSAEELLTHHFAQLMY
* marks the source's active call; other numbers are inactive results; · = no result given.

SMILES	OXTR ag	MEKK2 WT-MEK5	GalR3 antag	MEKK2mut PB1 HTS	V1R ag counter	NALP1 inh	PHOSPHO1 inh	GPR7 antagonist	MEKK3 PB1 HTS
C/C(=N\N=C1/NC(=O)C(C)S1)c1ccco1 (configuration not stated)	0.2	101	1	0	-0.4	3	38	-14	99
CCNc1cc(Cl)nc(SC)n1	-1.0	·	3	·	0.4	-3	24	-3	·
COc1ccc(CC(=O)Nc2nc(-c3cccc([N+](=O)[O-])c3)cs2)cc1	-1.0	103	-2	-1	-0.5	31	-2	-10	103
OCCN1CCN(CC(O)COCCOc2ccc(Br)cc2)CC1 (configuration not stated)	-0.7	101	-4	0	-0.2	23	-5	-12	98
N/C(=N\O)c1ccc(NC(=O)c2cccs2)cc1	0.7	102	9	1	0.8	-31	-7	0	109
Cc1cc(=O)[nH]c2c(C)cc(S(=O)(=O)Nc3ccc(O)cc3)cc12	0.6	105	-7	2	0.8	13	49	-4	103
COc1cc(C)cc(CN2CCC(Cc3ccccc3)CC2)c1O	1.4	104	-7	3	0.9	4	28	7	97
C=CCn1cccc(C(=O)Nc2ccc(C)cc2)c1=O	0.7	100	-10	-1	4.9	14	10	-12	99
CN(Cc1nccs1)C(=O)C1CCC(=O)N(Cc2ccccc2F)C1 (configuration not stated)	0.5	97	3	-5	0.8	6	36	-17	99
Cc1nc2ccccc2cc1C(=O)N/N=C/c1ccc([N+](=O)[O-])cc1	0.0	102	-4	1	2.7	19	-4	-13	102
O=C(CSc1nnc(-c2ccc(Cl)cc2)n1Cc1ccco1)Nc1ccc2c(c1)OCCO2	-1.2	96	-1	1	-0.6	-2	30	4	105
Cn1cc(/C=C/C(=O)c2ccccc2)c2ccccc21	-1.3	92	-2	1	-0.5	·	35	-4	96
Fc1ccccc1NC(=S)NCCc1ccccc1	-1.7	106	-4	2	-0.2	6	56	-2	106
CCC(=O)Oc1ccc(NC(=O)CSCc2ccccc2)cc1	-1.3	103	4	0	0.0	-5	20	6	104
CN(Cc1ccccc1)C(=O)C(=O)c1cn(CC(=O)N2CCCC2)c2ccccc12	-0.1	106	0	5	-0.4	2	56	-5	104
OCC1(CCCc2ccccc2)CCN(C2CCC2)CC1	-0.2	109	-5	6	0.9	20	14	8	109
COC(Cn1c(C)c(C(C)=O)c(C(C)=O)c1C)OC	1.2	·	-2	·	1.5	5	41	9	·
Cc1nnc(C)n1/N=C/c1cccs1	-0.2	84	-2	-6	-0.2	13	18	-9	86
COc1cc(/C=N/N(c2ccccc2)c2ccccc2)ccc1O	-2.1	103	-11	2	-0.4	-20	·	-34	106
COc1cccc(CN(CC(=O)NCC2CCCO2)C(=O)CCC(=O)Nc2cc(C)on2)c1 (configuration not stated)	0.4	101	-2	1	0.7	-16	-25	1	100
Cc1ccc2oc(=O)n(CCOc3ccccc3Cl)c2c1	-1.4	101	·	6	-0.5	-1	-9	-2	99
O=C1C2C3C=CC(C4CC34)C2C(=O)N1Cc1ccccc1 (configuration not stated)	-1.4	99	-4	-8	0.2	11	21	-7	109
COC(=O)/C(=C1/Oc2ccc(C(C)(C)C)cc2S1)C(F)(F)F	0.4	102	-3	2	0.4	21	-2	-8	102
CC(C)/C=C/CN1CCN(CCCc2ccccc2)C(CCO)C1 (configuration not stated)	0.2	102	-11	2	1.1	27	3	-8	99
COc1ccc(NC(=O)CN2C(=O)CSC2=O)cc1	0.5	110	-5	10	-0.5	9	15	-2	107
New compounds follow.
SMILES	OXTR ag	MEKK2 WT-MEK5	GalR3 antag	MEKK2mut PB1 HTS	V1R ag counter	NALP1 inh	PHOSPHO1 inh	GPR7 antagonist	MEKK3 PB1 HTS
Cc1cc2c(c(SCC#N)n1)C(=O)OC2	1.4	107	-3	0	-0.1	15	32	2	117
Cn1c2c(c(=O)n(C)c1=O)C(c1ccccc1OC(F)F)C1=C(CCCC1=O)N2 (configuration not stated)	0.3	99	-8	-3	0.1	·	·	-11	88
CNC(=O)N(O)C1N(/N=C/c2ccc(C)cc2)C(=S)SC1(C)C (configuration not stated)	-1.6	102	-11	-1	-0.5	12	24	-7	101
COc1cccc(C2/C(=C(/O)c3ccc4c(c3)CC(C)O4)C(=O)C(=O)N2CC2CCCO2)c1 (configuration not stated)	·	102	·	-2	·	7	-30	2	100
O=C(CSc1ncn[nH]1)Nc1ccccc1-c1ccccc1	0.7	98	-4	-3	-0.7	8	-7	14	100
Cc1ccc(-c2csc(NC(=O)C3CCN(S(=O)(=O)c4cccs4)CC3)n2)cc1	6.5	106	101*	-1	5.3	32	-2	39*	106
COC(=O)c1nn(-c2ccc(OC)cc2)c(=O)cc1Oc1cccc(Cl)c1	-2.5	94	-2	2	-0.8	2	-1	-5	101
Cc1cc(NS(=O)(=O)c2ccc(NC(=O)Nc3cccc(Cl)c3)cc2)no1	-0.1	95	-4	-4	-0.5	5	-8	-6	102
C=CCCOc1ccccc1C(N)=O	0.9	102	2	-2	1.0	10	30	-7	98
CCn1c(=O)cc(SCC(=O)NCc2ccc(C)cc2)c2ccccc21	0.9	98	-5	0	0.7	21	-11	0	101
OCC1(Cc2ccc(Cl)cc2)CCN(CCCc2ccccc2)CC1	16	112	-6	0	7.3	8	10	26*	100
Cc1cc(NC(=O)CSc2cc(Cl)ccc2Cl)n(-c2ccccc2)n1	-2.5	105	-6	15	0.4	20	-9	5	103
COCc1ccc(CN2CCC(n3nccc3NC(=O)CCCc3ccccc3)CC2)o1	1.8	98	-6	2	2.4	14	38	6	100
Cc1cc(=O)n(CCO)c(O)c1C#N	1.1	105	-2	3	1.1	8	-1	1	104
O=S(=O)(c1ccccc1)c1nnn2c1nc(NC1CCN(Cc3ccccc3)CC1)c1ccccc12	-0.4	146*	-5	32*	1.8	10	15	-5	102
CC(C)NC(=O)N1CCN(c2ccncc2S(=O)(=O)N2CCCCC2)CC1	-0.1	106	-1	5	1.2	-4	-5	-5	101
Cc1ccccc1C(=O)N1CCN(c2ccccn2)CC1	-0.4	103	-5	5	0.5	13	15	-8	95
Cc1cc(NC(=O)CCOc2ccc(F)cc2)no1	·	105	-5	11	·	20	25	-14	105
COc1ccc(-c2noc(CN(C)C(=O)Nc3ccccc3)n2)cc1	0.8	95	-6	0	5.0	6	34	-13	94
Cc1[nH]c(C)c(S(=O)(=O)Nc2cccc(Cl)c2C)c1C(=O)N1CCCCC1	1.4	103	-7	3	2.1	3	16	0	99
COc1cc(/C=N/NC(=O)c2cccc(S(=O)(=O)N3CCOCC3)c2)cc(OC)c1O	-0.7	93	6	-6	1.2	-1	17	-8	100
CCCn1c(N)c(N(CCOC)C(=O)c2cc3c(s2)CCCCC3)c(=O)[nH]c1=O	1.1	105	-4	4	0.5	4	43	-4	99
CCOc1nc2ccccc2nc1NS(=O)(=O)c1ccc(Cl)cc1	0.0	105	-5	3	1.4	7	37	-6	102
CCCCN=Cc1sc2ccc(OCC)cc2c1O	-2.0	99	-1	-5	-0.3	-16	-24	-5	103
Cc1ccc2nc(N/C(=N/S(=O)(=O)c3ccc(F)cc3)c3ccccc3)sc2c1	1.5	88	-10	-10	3.5	-2	1	-17	105
Following part:
SMILES	OXTR ag	MEKK2 WT-MEK5	GalR3 antag	MEKK2mut PB1 HTS	V1R ag counter	NALP1 inh	PHOSPHO1 inh	GPR7 antagonist	MEKK3 PB1 HTS
CC1CC(C)CN(CCCNS(=O)(=O)c2ccc3c(c2)oc(=O)n3C)C1 (configuration not stated)	·	103	-3	1	·	-10	51	-11	102
CCOC(=O)C1=C(O)C(=O)N(Cc2cccnc2)C1c1ccc(OC)cc1 (configuration not stated)	-0.2	100	8	6	0.7	15	-27	-10	106
COc1ccc(Cl)cc1NC(=O)c1nnn(CC(=O)Nc2ccc3c(c2)OCO3)c1N	0.3	99	-3	-2	0.1	33	42	-3	98
Cc1n[nH]c(=S)n1-c1ccc(Cl)cc1	0.6	96	-5	-5	0.1	-2	16	-7	101
CS(=O)(=O)c1ccc(Cl)c(NC(=O)Cc2c(Cl)cccc2Cl)c1	-0.6	76	-3	-10	0.1	8	11	-15	83
CN1CCN(c2ccccc2NC(=O)c2cc3c(s2)-c2ccccc2OC3)CC1	5.5	146*	-5	21	3.6	·	27	17	101
Cn1nc(C(F)(F)F)c(CNC(=O)C(C)(C)CCl)c1N1CCOCC1	0.0	103	0	7	-0.1	9	40	-6	108
CC12CCC(C(=O)n3c1nc1ccccc13)C2(C)C (configuration not stated)	-0.3	112	1	5	-0.7	14	16	-13	111

Screening data from PubChem BioAssay.
